CF NFkB block: inhibitors of PAF-induced NF-kB signaling, primary screen, cell-based, GFP fluorescence, uHTS; 360,000 tested, 0.86% active; KKLEB NF-kB-GFP reporter, GFP fluorescence overnight; inhibition, % at 5 µM; AID 588850, 2011;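 active = at least 50% inhibition at 5 µM, scaled per plate between neutral and stimulator controls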;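 note: PAF is a Pseudomonas aeruginosa culture filtrate used as stimulus; plate controls were PAF-stimulated DMSO wells for no effect and unstimulated DMSO wells for full effect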
HIF-2a block: HIF-2a reporter inhibitors, primary screen, luminescence, 786-0 RCC cells; 360,000 tested, 0.72% active; 786-0 RCC cells HIF-2a reporter, luciferase luminescence, overnight; inhibition, % at 18.8 µM; AID 624352, 2012;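 active = inhibition of the luminescence signal of 40% or more relative to plate controls, in a single-dose primary screen at 18.75 µM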
Shn3 inh set2: reduction of Shn3 3'UTR firefly luciferase signal, primary screen, Schnurri-3 inhibitor project, cell-based, Clone20 osteoblasts, set 2; AID 588674, 2011; inhibition, % at 12.5 µM; 360,000 tested, 0.52% active; Clone20 osteoblast Shn3 3'UTR firefly luciferase, 24 h;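 active = mean inhibition of at least 75% with every replicate also reaching 75%; inconclusive = mean inhibition at least 75% but some replicate below; inactive = mean inhibition below 75%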;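 note: 0% = median of neutral control wells and 100% = pilot-screen positive control compound; some compounds past the cut are filed as inactive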
PDI inh: inhibitors of human PDI, primary screen, biochemical, turbidity, single point, plate reader; Protein disulfide-isomerase (Homo sapiens), P07237; PDI insulin aggregation turbidity, A650, 90 min; inhibition, % at 10 µM; 350,000 tested, 0.052% active; AID 588391, 2011;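 active = mean inhibition across replicates of 30% or more, whatever share of single replicates reach that level; inconclusive = mean inhibition below 30% while every single replicate reaches 30%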;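 note: absorbance from insulin aggregation driven by PDI reduction with DTT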
Target sequence (P07237 whole entry, looked up): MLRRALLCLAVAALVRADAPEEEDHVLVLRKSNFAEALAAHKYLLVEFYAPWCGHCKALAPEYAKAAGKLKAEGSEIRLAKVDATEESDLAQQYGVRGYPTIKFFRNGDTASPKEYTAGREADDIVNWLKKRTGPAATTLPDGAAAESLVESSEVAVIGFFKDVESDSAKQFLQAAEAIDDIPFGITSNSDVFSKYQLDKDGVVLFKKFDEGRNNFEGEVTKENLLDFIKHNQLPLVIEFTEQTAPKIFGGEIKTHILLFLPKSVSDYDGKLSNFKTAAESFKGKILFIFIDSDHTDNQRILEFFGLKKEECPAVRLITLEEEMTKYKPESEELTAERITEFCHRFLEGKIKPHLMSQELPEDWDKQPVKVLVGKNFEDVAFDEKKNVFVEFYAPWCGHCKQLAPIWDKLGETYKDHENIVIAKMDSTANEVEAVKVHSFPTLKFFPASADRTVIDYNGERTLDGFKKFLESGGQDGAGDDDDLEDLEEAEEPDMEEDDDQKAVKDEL
NR2E3 ag-1: inhibitors of NR2E3-RetCOR corepressor binding, primary screen, NR2E3 agonist project, biochemical, TR-FRET, GST-NR2E3, biotin-RetCOR; Photoreceptor-specific nuclear receptor (Homo sapiens), Q9Y5X4; 1536-well; inhibition of corepressor binding, % at 4.78 µM; 320,000 tested, 0.12% active; AID 2300, 2010;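 active = percent inhibition above the cutoff of mean plus 3 SD of all tested compounds, set per screening campaign, cut at about 20% in these data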;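 note: 0% = DMSO wells and 100% = biotin wells as full block of FRET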
Target sequence (Q9Y5X4 whole entry, looked up): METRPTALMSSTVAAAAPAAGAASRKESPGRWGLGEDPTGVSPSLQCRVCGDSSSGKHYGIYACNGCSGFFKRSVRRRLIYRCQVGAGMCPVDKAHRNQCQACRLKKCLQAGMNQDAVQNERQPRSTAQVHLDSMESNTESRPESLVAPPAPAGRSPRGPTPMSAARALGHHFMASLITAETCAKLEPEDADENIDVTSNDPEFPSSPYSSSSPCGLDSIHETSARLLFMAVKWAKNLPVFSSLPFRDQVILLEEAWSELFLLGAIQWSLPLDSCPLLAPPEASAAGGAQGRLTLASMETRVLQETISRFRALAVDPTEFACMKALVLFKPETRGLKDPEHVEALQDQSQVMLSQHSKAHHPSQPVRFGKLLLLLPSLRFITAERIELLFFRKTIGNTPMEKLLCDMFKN
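Material: NR2E3–RetCOR corepressor complex / Amount: 1.35 nM GST-NR2E3 / Medium: Tris pH 7.5 / Compound: single nominal compound dose of 4.8 µM / Incubation: 5 h at 4 °C / Technique: TR-FRET, Eu(K)-anti-GST donor, streptavidin-D2 acceptor, ex 340, em 617/671 nm / Read-out basis: percent loss of FRET ratio relative to control wells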
Vif imaging: HIV Vif self-association inhibitors, primary screen, imaging, HEK293T, single point | HEK293T cells, Vif self-association by quenched fluorescence, 24 h | inhibition, % at 7.49 µM | 340,000 tested, 0.35% active | AID 602346, 2012; in the data active = inhibition above about 50%, passing the limit was not always enough; inconclusive = no clear call, values can overlap the other calls; inactive = below about 31%; note: some results filed as inactive read as strong as hits
Peg3 prom inh: Peg3 promoter-driven luciferase inhibitors, primary screen, cell-based, HeLa, luciferase luminescence; 360,000 tested, 1.7% active; HeLa PEG-Prom luciferase reporter, overnight; inhibition, % at 20 µM;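 active = inhibition of at least 50% at 20 µM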
NR2E3 ag-2: NR2E3 agonists in two-hybrid cells, primary screen, cell-based, luminescence, CHO-S, Gal4-NCOR/VP16-NR2E3 | 360,000 tested, 0.35% active | AID 602229, 2012 | luciferase | inhibition of corepressor binding, % at 3.98 µM;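 active = inhibition above the mean of all tested compounds plus 3 SD, cut at about 70% in these data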;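 note: 0% = DMSO with NR2E3 transfected cells and 100% = cells lacking NR2E3 construct; higher means lower luciferase signal from less NR2E3 corepressor binding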
CaV13 FRET inh: Disruptors of the CACNA1D IQ motif to Ca2+-dependent inactivation inhibitor domain association, primary screening, Förster resonance energy transfer in intact living …; AID 743397; HEK cells, CFP/YFP FRET ICDI-IQ, plate reader, 10 min; percent FRET-ratio fall versus neutral wells; inhibition, % at 12.3 µM; 340,000 tested, 0.098% active;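 active = mean replicate inhibition of at least 30% and at least 1% of replicates passing that level; inconclusive = only one of the two criteria is met; inactive = neither criterion is met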;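 note: 0% = median of the neutral control wells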
KKLEB cytotox: cytotoxicity in KKLEB CF airway cells, primary screen, cytotoxicity control for CF NF-kB inhibitor project, cell-based, uHTS, fluorescence assay plates | KKLEB CF airway cells viability, ATPlite luminescence, overnight; active compounds read low; cells stimulated with P. aeruginosa culture filtrate | activity change (cytotoxicity), % at 5 µM | 360,000 tested, 0.36% active;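 active = corrected activity change at or below -50% at 5 µM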
TRPM1 prom inh: inhibitors of MITF-dependent TRPM1 promoter reporter, primary screen, cell-based, SK-MEL-5, single point, luciferase; inhibition, % at 12.5 µM; 330,000 tested, 0.83% active; SK-MEL-5 TRPM1 promoter luciferase, 24 h;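 active = mean inhibition across replicates of 60% or more, whatever share of single replicates reaches that level; inconclusive = some that reach 60%, reason not given; inactive = mean inhibition across replicates below 60%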; note: values of inactives mirror those of a sister screen read the other way
* hit, by the source's call; ? = inconclusive; · = not tested or not shown. Not a hit list; 3.3% or so of the library scored in one or more.

SMILES	CF NFkB block	HIF-2a block	Shn3 inh set2	PDI inh	NR2E3 ag-1	Vif imaging	Peg3 prom inh	NR2E3 ag-2	CaV13 FRET inh	KKLEB cytotox	TRPM1 prom inh
O=c1[nH]c2ccc(Cl)cc2c(-c2ccccc2)c1N1CCN(CCO)CC1	10	-42	-2	-1	-1	10	11	5	-10	2	-6
Nc1c(Cl)cc(C2=NCCn3c2c2ccccc2[n+]3[O-])cc1Cl	0	17	-14	-1	1	3	6	-87	-5	-6	24
O=C(NCCS(=O)(=O)NCCc1ccccc1)c1ccccc1	-11	-43	-9	15	0	21	-33	-7	-6	-8	-12
C#CCN(C[C@H]1[C@H](OC(=O)NCc2ccc(OC)c(OC)c2)[C@H](OC(=O)NCc2ccc(OC)c(OC)c2)C[C@@H](C(=O)OC)[C@H]1C(=O)OC)S(=O)(=O)c1ccc(C)cc1	16	3	11	21	·	-3	17	-30	-10	-6	·
O=C(Cn1cnc2c(nnn2-c2ccccc2)c1=O)N1CCCc2ccccc21	14	-2	-3	·	5	-21	10	-3	-5	-6	·
CC(Oc1ccc2c(-c3ccccc3)cc(=O)oc2c1)C(=O)NCC(O)c1ccccc1 (stereo not drawn)	5	18	16	·	1	0	10	12	·	-7	12
CNC(=S)NCCc1cc2c(OC)ccc(OC)c2[nH]c1=O	-7	7	-27	-7	0	3	13	-22	-4	11	-2
O=C(C/C=N/OCc1ccccc1F)c1cnc(-c2ccc(Cl)cc2)s1	25	-66	-2	-21	2	5	-26	-9	·	-18	-7
CCOc1ccc(Cn2c(C)nc([N+](=O)[O-])c2SCC(O)CCl)cc1[N+](=O)[O-] (stereo not drawn)	16	11	-4	2	1	3	4	1	-9	-4	20
C[C@@H](NC(=O)/C(C#N)=C/c1ccc(O)c(O)c1)c1ccccc1	2	11	-20	-6	5	2	5	-16	-6	1	-4
COc1ccc(C2=CC(c3c(C)nn(-c4ccccc4)c3Cl)n3nnnc3N2)cc1OC (stereo not drawn)	10	4	21	1	0	-3	6	-33	·	-11	6
N#Cc1cc2ccccc2nc1SCC(=O)NC1CC1	-3	-27	-9	8	3	6	-60	1	-3	5	-18
CSC(=S)NCc1cccnc1	24	10	-5	-10	0	5	47	12	15	-4	-8
CCn1c(/C(C#N)=C(\O)CCc2ccccc2)nc2ccccc21	13	-18	-8	3	-2	2	-9	-1	-7	-23	4
CCn1c(N2CCN(CC(=O)c3c(C)n(C)c4ccccc34)CC2)nc2c1c(=O)[nH]c(=O)n2C	6	17	-2	-4	-4	-10	9	-3	-6	-9	-15
CCC1CCCCN1S(=O)(=O)c1ccccc1[N+](=O)[O-] (stereo not drawn)	-16	16	35	7	2	7	10	0	-5	10	19
CCCCCC(=O)Nc1cccc(C2=NOC3(C2)C[C@@H](C(N)=O)N(C(=O)c2cc([N+](=O)[O-])cc([N+](=O)[O-])c2)C3)c1 (stereo partly drawn)	-1	1	-5	5	-4	·	5	-22	-11	6	24
Cc1ccc(N/N=C(\C#N)C(=N)N2CCOCC2)cc1	-12	-204	-75	-10	0	8	-192	-68	12	6	-61
N#CC1=C(SCc2ccccc2Cl)NC(=O)C(C(N)=O)C1 (stereo not drawn)	4	17	4	-1	2	16	0	4	-8	4	-3
CCCCn1c(SCC2CCCCO2)nc2cc(S(N)(=O)=O)ccc21 (stereo not drawn)	-6	6	25	-2	4	2	9	0	-3	0	-2
Cc1c(OCC(=O)N(C)c2ccccc2)ccc2c3c(c(=O)oc12)CCC3	-5	-16	-7	7	2	9	-24	0	-2	1	-13
Cc1cc(Sc2nnc(N)s2)c2ccccc2n1	89*	41*	?	-2	-2	0	7	30	0	-27	48
Cc1ccc(OC(=O)c2cncc(Br)c2)c(C)c1	1	11	-4	-21	1	0	5	-8	-6	-4	8
CCCCS(=O)(=O)N1CCCC(C(=O)NCCc2ccccc2)C1 (stereo not drawn)	-5	15	13	9	4	2	7	-7	0	1	10
Cc1c(NC(=O)CSc2ccc3c(c2)OCCO3)c(=O)n(-c2ccccc2)n1C	0	9	0	3	1	-7	9	-17	-6	-7	-1
CCOC(=O)C1CCN(S(=O)(=O)c2cc(F)ccc2OC)CC1	5	13	10	-13	0	0	15	-2	-6	-14	-22
CSCCC(NC(=O)c1ccccc1)C(=O)Nc1ccc(C)cc1 (stereo not drawn)	4	7	11	6	-2	-1	4	-11	0	-6	1
COc1cc(NC(=S)NN2CCN(C)CC2)cc(OC)c1OC	6	22	-38	-6	2	8	4	-15	1	-2	-3
NC(=O)[C@@H]1CCCN1C(=O)c1ccc2nc(Cc3cccc(Cl)c3)oc2c1	8	6	-1	-11	4	-6	17	-3	-6	-8	3
CCOC(=O)CC1(NC(=O)C2CCC(=O)N(Cc3ccccc3OC)C2)CCCCC1 (stereo not drawn)	35	-25	-75	8	·	-4	-23	-10	·	-17	-3
COc1cccc(/C=C/C(=O)Nc2ccc3c(c2)OCCO3)c1OC	-9	-103	-9	3	-4	-8	-117	-109	-5	-32	-6
O=C(CCCn1cnc([N+](=O)[O-])n1)Nc1cccc(Cl)c1Cl	22	14	-3	-9	2	0	15	8	-1	-10	-5
c1csc(C(c2nnnn2C2CCCCC2)N2CCCC3(CCCCC3)C2)c1 (stereo not drawn)	14	14	36	17	-2	·	11	12	-5	-6	-9
COc1ccc(N2C(=O)CC(c3cc(OC)c(OC)c(OC)c3)CC2=O)cc1	-1	5	·	12	-1	0	21	-14	-19	-3	15
Cc1nc2nc(-c3ccccc3)[nH]n2c(=O)c1C	18	-111	12	-5	2	·	-52	-36	-7	9	-14
Nc1nc(SCC(=O)Nc2ccccc2Sc2ccccc2)n[nH]1	3	-15	9	-3	2	4	18	1	-5	10	10
CCOC(=O)C1=C(CSc2nc(CC)c(C)cc2C#N)OC(N)=C(C#N)C1c1ccccc1 (stereo not drawn)	-5	-21	3	4	-2	31	-23	-19	-7	4	17
Cc1cc(C)c(NC(=O)CSc2nnc(-c3ccco3)n2N)c(C)c1	11	12	1	18	1	3	14	5	·	1	-12
O=C(COC(=O)/C=C/c1ccc(F)cc1)NCC1CCCO1 (stereo not drawn)	21	-3	-2	-3	·	0	-2	-10	-5	-1	·
Cn1c(SCc2ccccc2)nc2c1c(=O)[nH]c(=O)n2C	0	16	-5	8	-2	-15	4	-11	-3	-3	-1
COc1cc(NC(=O)CSc2nnc3ccccn23)cc(OC)c1	-1	1	0	-6	3	-5	-25	-1	-6	-23	-7
CCOC(=O)c1ccc(NC(=O)c2ccc3c(c2)C(=O)N(CC2CCCO2)C3=O)cc1 (stereo not drawn)	-10	12	-2	-11	4	-5	-3	-3	-5	2	15
COc1ccccc1N1CCN(S(=O)(=O)c2ccc(-c3ccc(=O)[nH]n3)o2)CC1	-2	15	22	-8	1	-5	-2	-6	-11	4	16
COc1ccc(OC)c(S(=O)(=O)Nc2cccc3ccc(O)cc23)c1	-12	16	-1	4	2	8	4	3	-5	7	5
Cc1cc(C)cc(Oc2c(C(F)(F)F)oc3cc(OCC(=O)O)ccc3c2=O)c1	2	15	6	1	0	-12	2	-10	-4	-4	·
COCCCn1c(C(=O)N2CCOCC2)cc2c(=O)n3ccccc3nc21	-18	12	-3	-2	-1	5	-16	-1	-3	20	11
O=C(c1ccco1)N1CCN(S(=O)(=O)c2ccc(S(=O)(=O)NC3CC3)cc2)CC1	-3	-5	8	0	0	0	-4	-6	-7	7	7
COc1cc(C(=O)COC(=O)C2CCN(c3ccc(C(F)(F)F)cn3)CC2)ccc1OC(F)F	15	9	3	-17	-4	17	10	-4	-16	-9	-3
CC(=O)c1ccc(NC(=O)CC2S/C(=N/N=C3CCCCCC3)NC2=O)cc1 (stereo not drawn)	-2	5	4	-4	·	-12	5	-58	-10	-10	-11
COc1ccc(C2=C/C(=C\c3cccc(OC(C)=O)c3)C(=O)O2)cc1	-1	10	3	-1	-1	2	-7	-8	-28	-4	-14
CCCCCC1CC(CC(=O)Nc2ccc([N+](=O)[O-])cc2)OC1=O (stereo not drawn)	11	2	1	-1	2	-4	-3	-18	-4	-6	6
CN(CC(=O)Nc1ccc(Cl)cc1)C(=O)c1ccc(NS(=O)(=O)c2ccc3[nH]c(=O)[nH]c3c2)cc1	-11	12	32	-1	-1	-4	-6	30	-2	5	0
CN(NC(=O)c1ccccc1F)c1ccc([N+](=O)[O-])cn1	14	13	-3	-9	2	5	4	-19	-2	9	5
Cc1cc(NC(=O)CSc2nc(=O)n3cccc(C)c3n2)no1	-6	12	1	-3	2	-2	23	-11	-6	6	0
CCCOC(=O)c1ccc(Cl)c(NC(=O)c2ccc(-c3ccccc3)cc2)c1	28	-49	-18	-4	0	-1	-1	-24	-7	-41	-49
COC(=O)CN1C(=O)[C@H]2[C@@H](C3CC3)N3C(=O)CN(Cc4ccccn4)C(=O)[C@@]3(Cc3ccccc3)[C@H]2C1=O	-1	9	-3	-3	-2	-3	-6	-3	-10	10	2
COc1cc(CCC(=O)OCC(=O)NCc2ccc(Cl)cc2)cc(OC)c1OC	-1	6	19	-4	2	1	16	-26	-4	14	-17
O=C(N1CCN(c2ccccc2)CC1)C(F)(F)C(F)(F)F	4	14	-27	7	4	2	7	-18	·	-2	0
Cc1cc(C(=O)CSc2nn(-c3ccccc3)c(=S)s2)c(C)n1Cc1ccco1	4	-10	36	6	1	-6	10	-22	-6	4	7
COc1ccc(/C=C2\CCCc3c2nc2ccc(C)cc2c3C(=O)O)cc1O	20	14	-4	1	-1	-5	1	2	-1	-10	6
CC1(C(=O)NC23CC4CC(CC(C4)C2)C3)CC1(Cl)Cl (stereo not drawn)	9	16	26	-3	3	3	6	-16	·	6	0

Screens deposited in PubChem by several laboratories.
